# High-throughput results: PubChem, National Center for Advancing Translational Sciences (NCATS)
# GAA spleen mod – qHTS Assay for Inhibitors and Activators of Human alpha-Glucosidase From Spleen Homogenate | Lysosomal alpha-glucosidase (Homo sapiens), P10253 | human spleen homogenate, 4-MU-alpha-glucoside fluorescence | Potency, µM (series often up to 79.9 µM), without a hit: top-dose activity change, negative = inhibition, usual class: inhibitors | 240,000 compounds, 0.006% hits | AID 2112, 2009; active = well fitted inhibition curve with a large enough effect;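 note: 0% = enzyme with vehicle and -100% = no enzyme basal signal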
#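 Compounds were titrated against alpha-glucosidase in spleen homogenate at pH 5.0, with 1 mM 4-methylumbelliferyl substrate for 40 min at 37 C. Reactions were quenched with pH 10 NaOH/glycine and fluorescence measured.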
# * = called active by the depositor; & = joins results of further samples. Potency is the fitted concentration of half-maximal effect. Not all compounds are listed. The share of hits here may be higher or lower than overall.
nr	Structure	GAA spleen mod
1	C=C1C[C@H]2[C@@H]3C=C(C)C4=CC(=O)CC[C@]4(C)[C@H]3CC[C@]2(C)[C@@]1(OC(C)=O)C(C)=O	-1%
2	NC(=O)[C@H]1CCCN1C(=O)[C@H](Cc1cnc[nH]1)NC(=O)[C@@H]1CCC(=O)N1	-3%
3	CC(C)(C)[C@@H](O)C(Cc1ccc(Cl)cc1)n1cncn1 (stereo partly drawn)	-2%
4	CC(C)C(NS(=O)(=O)c1ccc(-c2ccc(Br)cc2)cc1)C(=O)O (stereo not drawn)	9%
5	O=C(Nc1cc(C(F)(F)F)cc(C(F)(F)F)c1)c1cc(Cl)ccc1O	0%&-4%
6	NS(=O)(=O)C#Cc1ccccc1	2%
7	CC(NC(=O)Cc1cc(F)cc(F)c1)C(=O)NC(C(=O)OC(C)(C)C)c1ccccc1 (stereo not drawn)	-1%
8	COc1cc(OC)c(NC(=O)Nc2cc(C)on2)cc1Cl	4%

# (more compounds)
nr	Structure	GAA spleen mod
9	Cc1nc(-c2ccccc2)c(-c2ccncc2)o1	7%
10	Cc1ccc(F)c(C2C3C=CCC(C)C3C(=O)N2Cc2ccccc2)c1 (stereo not drawn)	-2%
11	CC[C@H](C)[C@H](NC(=O)[C@H](CCC(=O)O)NC(=O)CNC(=O)[C@H](CCCCN)NC(=O)[C@H](CCC(=O)O)NC(=O)[C@H](CCSC)NC(=O)[C@H](CCSC)NC(=O)[C@H](CCSC)NC(=O)[C@H](CCC(=O)O)NC(=O)CNC(=O)[C@H](CO)NC(=O)[C@H](CO)NC(=O)[C@H](CO)NC(=O)[C@@H](N)CC(N)=O)C(=O)N[C@@H](CCCCN)C(=O)O	-4%
12	CC(C)C[C@H](NC(=O)[C@H](Cc1ccccc1)C[C@@H](O)[C@H](Cc1ccccc1)NC(=O)OC(C)(C)C)C(=O)N[C@@H](Cc1ccccc1)C(N)=O	-8%
13	COC(=O)C1=C[C@@H](C(=O)OC)C2C3=C(C(=O)[C@]2(C)NC(=O)c2ccccc2)[C@H](C)n2c(=O)n(C)c(=O)n2[C@@H]3C1 (stereo partly drawn)	-2%
14	CCCCCCCCCCCCCCOc1ccc(C(=O)O)o1	-2%
15	CC(=O)OC1C=C[C@@H](OC(C)=O)C1 (stereo partly drawn)	-5%
16	CC[C@H](C)[C@H](NC(=O)[C@@H]1CCCN1C(=O)[C@H](Cc1cnc[nH]1)NC(=O)[C@H](CCCCNC(=O)[C@H](CCCN=C(N)N)NC(=O)OCc1ccccc1)NC(=O)[C@H](Cc1ccc(O)cc1)NC(=O)c1cccnc1)C(=O)O	-1%

# 6 structures from above, sorted by SMILES length, rising:
nr	Structure	GAA spleen mod
14	CCCCCCCCCCCCCCOc1ccc(C(=O)O)o1	-2%
8	COc1cc(OC)c(NC(=O)Nc2cc(C)on2)cc1Cl	4%
10	Cc1ccc(F)c(C2C3C=CCC(C)C3C(=O)N2Cc2ccccc2)c1 (stereo not drawn)	-2%
13	COC(=O)C1=C[C@@H](C(=O)OC)C2C3=C(C(=O)[C@]2(C)NC(=O)c2ccccc2)[C@H](C)n2c(=O)n(C)c(=O)n2[C@@H]3C1 (stereo partly drawn)	-2%
16	CC[C@H](C)[C@H](NC(=O)[C@@H]1CCCN1C(=O)[C@H](Cc1cnc[nH]1)NC(=O)[C@H](CCCCNC(=O)[C@H](CCCN=C(N)N)NC(=O)OCc1ccccc1)NC(=O)[C@H](Cc1ccc(O)cc1)NC(=O)c1cccnc1)C(=O)O	-1%
11	CC[C@H](C)[C@H](NC(=O)[C@H](CCC(=O)O)NC(=O)CNC(=O)[C@H](CCCCN)NC(=O)[C@H](CCC(=O)O)NC(=O)[C@H](CCSC)NC(=O)[C@H](CCSC)NC(=O)[C@H](CCSC)NC(=O)[C@H](CCC(=O)O)NC(=O)CNC(=O)[C@H](CO)NC(=O)[C@H](CO)NC(=O)[C@H](CO)NC(=O)[C@@H](N)CC(N)=O)C(=O)N[C@@H](CCCCN)C(=O)O	-4%

# (listing goes on)
nr	Structure	GAA spleen mod
17	CSCC[C@H](N)C(=O)N[C@@H](CCC(=O)O)C(=O)N[C@H](C(=O)NCC(=O)N[C@@H](Cc1c[nH]c2ccccc12)C(=O)N[C@@H](Cc1ccc(O)cc1)C(=O)N[C@@H](CCCNC(=N)N)C(=O)N[C@@H](CO)C(=O)N1CCC[C@H]1C(=O)N[C@@H](Cc1ccccc1)C(=O)N[C@@H](CO)C(=O)N[C@@H](CCCNC(=N)N)C(=O)N[C@H](C(=O)N[C@H](C(=O)N[C@@H](Cc1cnc[nH]1)C(=O)N[C@@H](CC(C)C)C(=O)N[C@@H](Cc1ccc(O)cc1)C(=O)N[C@@H](CCCNC(=N)N)C(=O)N[C@@H](CC(N)=O)C(=O)NCC(=O)N[C@@H](CCCCN)C(=O)O)C(C)C)C(C)C)C(C)C	3%
18	CC(=O)N[C@@H](CC(C)C)C(=O)N[C@@H](CCCNC(=N)N)C(=O)N[C@@H](Cc1cnc[nH]1)C(=O)N[C@@H](Cc1ccc(O)cc1)C(=O)N[C@@H](CC(C)C)C(=O)N[C@@H](CC(N)=O)C(=O)N[C@@H](CC(C)C)C(=O)N[C@@H](CC(C)C)C(=O)N[C@H](C(=O)N[C@@H](CCCNC(=N)N)C(=O)N[C@@H](CCC(N)=O)C(=O)N[C@@H](CCCNC(=N)N)C(=O)N[C@@H](Cc1ccc(O)cc1)C(N)=O)[C@@H](C)O	6%
19	O=C1c2cc(O)cc(O)c2OC[C@@H]1c1ccc(O)c(O)c1	6%
20	CC(=O)Nc1ccc(OS(=O)(=O)O)cc1	-5%
21	COC(=O)C1=C[C@@H](C(=O)OC)C2C3=C(C(=O)[C@@]2(C)NC(=O)c2ccccc2)[C@H](c2ccccc2)n2c(=O)n(-c4ccccc4)c(=O)n2[C@@H]3C1 (stereo partly drawn)	1%
22	CS[C@@H]1SC[C@H]2C(=O)N(C)C(C(C)C)C(=O)OC[C@@H](NC(=O)c3cnc4ccccc4n3)C(=O)N[C@@H](C)C(=O)N(C)[C@H]1C(=O)N(C)C(C(C)C)C(=O)OC[C@@H](NC(=O)c1cnc3ccccc3n1)C(=O)N[C@@H](C)C(=O)N2C (stereo partly drawn)	10%
23	O=S(O)S(=O)(=O)O	-1%
24	COC(=O)C#CC(=O)OC	-2%

# A different layout for some results above.
no. | GAA spleen mod | smiles
20 | -5% | CC(=O)Nc1ccc(OS(=O)(=O)O)cc1
21 | 1% | COC(=O)C1=C[C@@H](C(=O)OC)C2C3=C(C(=O)[C@@]2(C)NC(=O)c2ccccc2)[C@H](c2ccccc2)n2c(=O)n(-c4ccccc4)c(=O)n2[C@@H]3C1 (stereo partly drawn)

# (cont.)
nr	Structure	GAA spleen mod
25	CC(=O)OCC(NC(=O)C(COCc1ccccc1)NC(=O)OC(C)(C)C)C1OC(n2cc(C)c(=O)[nH]c2=O)C(OC(C)=O)C1OC(C)=O (stereo not drawn)	-9%
26	CC[C@H](C)[C@H](NC(=O)[C@H](CC(C)C)NC(=O)[C@@H](N)CO)C(=O)NCC(=O)N[C@@H](CCCCN)C(=O)N[C@H](C(=O)O)C(C)C	1%
27	COC(=O)C1=C[C@@H](C(=O)OC)C2C3=C(C(=O)[C@@]2(C)NC(=O)c2ccccc2)[C@H](c2ccccc2)[C@@H]2C(=O)N(c4ccccc4)C(=O)[C@@H]2[C@@H]3C1 (stereo partly drawn)	-3%
28	CCC(=O)NC[C@H](Cc1ccc(OCCc2nc(-c3ccccc3)oc2C)cc1)N/C(C)=C\C(=O)c1ccc(C(F)(F)F)cc1	-3%
29	CC(=O)OC1CC[C@@]2(C)C(=CC[C@H]3[C@@H]4CC[C@H](C(C)=O)[C@@]4(C)CC[C@@H]32)C1 (stereo partly drawn)	1%
30	CCCC/C=C/[C@H](C)[C@@](C)(COC(=O)c1ccc(Br)cc1)Cc1ccccc1	-1%
31	CC1CC=CC2C1C(=O)N(Cc1ccccc1)C2c1ccoc1 (stereo not drawn)	-18%
32	CCCCN1CCC[C@H]1CNC(=O)c1cc(C#N)c2ccccc2c1OC	4%

33. O=c1cc(-c2ccc(O)cc2)oc2cc(O)c([C@@H]3O[C@H](CO)[C@@H](O)[C@H](O)[C@H]3O)c(O)c12
- GAA spleen mod = -5%

34. CCOC(=O)CNS(=O)(=O)c1ccc(F)cc1Br
- GAA spleen mod = 1%

35. Nc1ncnc2c1nc(N1CCCCC1)n2[C@@H]1O[C@@H]2COP(=O)(O)O[C@H]2[C@H]1O
- GAA spleen mod = -2%

36. O[C@@H]1CO[C@H]2C1OC[C@@H]2O (stereo partly drawn)
- GAA spleen mod = 4%

37. CC[C@H](C)[C@H](NC(=O)[C@H](Cc1ccc(O)cc1)NC(=O)CNC(=O)[C@@H]1CCCN1C(=O)[C@H](CC(=O)O)NC(=O)[C@@H](N)CS)C(=O)NCC(=O)N[C@@H](CO)C(=O)N[C@@H](CCCN=C(N)N)C(N)=O
- GAA spleen mod = -1%

38. Cc1noc(C)c1-c1ccc2ncnc(NCc3cc(F)cc(F)c3)c2c1
- GAA spleen mod = 2%

39. CCCC/C=C/[C@H](c1ccccc1)[C@H](CO)Cc1cnc2ccccc2c1
- GAA spleen mod = -9%

40. O=c1[nH]c2cc(Cl)c(O)cc2o1
- GAA spleen mod = 1%

41. O=c1c2ncn([C@@H]3O[C@@H]4COP(=O)(O)O[C@H]4[C@H]3O)c2nc2[nH]c(-c3ccccc3)cn12
- GAA spleen mod = -2%

42. C[C@H]1CCC[C@@]2(C)CCCC[C@]12O
- GAA spleen mod = -4%

43. CC1CC=CC2C1C(=O)N(Cc1ccccc1)C2c1ccc(C(F)(F)F)cc1 (stereo not drawn)
- GAA spleen mod = -8%

44. COc1ccc([C@@H]2CC(=O)c3c(O)cc(O[C@@H]4O[C@H](CO)[C@@H](O)[C@H](O)[C@H]4O[C@@H]4O[C@@H](C)[C@H](O)[C@@H](O)[C@H]4O)cc3O2)cc1
- GAA spleen mod = 3%

45. Cc1noc(C)c1-c1ccc2ncnc(NCc3ccc(-c4ccccc4)cc3)c2c1
- GAA spleen mod = 4%

46. C=CCC(O)[C@H](Cc1cnc2ccccc2c1)[C@H](/C=C/CCCC)c1ccccc1 (stereo partly drawn)
- GAA spleen mod = -11%

47. CSCC[C@H](NC(=O)c1ccc(NC[C@@H](N)CS)cc1-c1ccccc1)C(=O)O
- GAA spleen mod = 1%

48. Clc1ccc(N2CCN(Cc3cc4ccccn4n3)CC2)cc1
- GAA spleen mod = -1%

49. CCC/C=C1/CCCOC(C(=O)NCC2CC2)(C(F)(F)F)C1 (stereo not drawn)
- GAA spleen mod = 10%

50. c1cc(CN2CCCNCCNCCCNCC2)ccc1CN1CCCNCCNCCCNCC1
- GAA spleen mod = -2%

51. O=C(Nc1cc(Cl)cc2c1[nH]c1cnccc12)c1cccnc1
- GAA spleen mod = -1%

52. Nc1ccccc1NC(=O)c1ccc(CNC(=O)OCc2cccnc2)cc1
- GAA spleen mod = 2%

53. COc1ccc(C[C@H](C(=O)O)N2C(=O)c3ccc(C(=O)O)cc3C2=O)cc1
- GAA spleen mod = 6%

54. O=C(O)c1ccc(CCN2CCN(CC=Cc3ccc(Cl)cc3)CC2)cc1
- GAA spleen mod = -4%

55. O=S(=O)(Nc1cc(O)cc2cccnc12)c1ccc(Cl)s1
- GAA spleen mod = 7%

56. COc1ccc(C2/C=C\CN(Cc3ccccc3)C(C)C(=O)N2Cc2ccc(F)cc2)cc1 (stereo not drawn)
- GAA spleen mod = -10%

57. O=C(/C=C/C#Cc1cccc(NS(=O)(=O)c2ccccc2)c1)NO
- GAA spleen mod = 1%

58. CC(C)C[C@H](NC(=O)CNC(=O)[C@@H]1CCCN1C(=O)[C@H](CCCNC(=N)N)NC(=O)[C@H](CC(=O)O)NC(=O)[C@@H](NC(=O)[C@H](CC(N)=O)NC(=O)[C@@H](NC(=O)[C@H](CC(=O)O)NC(=O)CNC(=O)[C@@H](NC(=O)[C@@H](NC(=O)[C@H](C)NC(=O)[C@@H](N)CCC(N)=O)[C@@H](C)O)C(C)C)C(C)C)[C@@H](C)O)C(=O)N[C@@H](CC(C)C)C(=O)N[C@@H](CC(=O)O)C(=O)N[C@@H](CC(C)C)C(=O)N[C@@H](CCCCN)C(=O)O
- GAA spleen mod = 0%

59. CCC[C@@H]1CC2=CC(=O)CC[C@]2(C)[C@H]2CC[C@@]3(C)[C@@H](CC[C@@]34CCC(=O)O4)[C@H]12
- GAA spleen mod = -1%

60. CCCOC(=O)N1CCN(/[N+]([O-])=N/Oc2ccc([N+](=O)[O-])cc2[N+](=O)[O-])CC1
- GAA spleen mod = -1%

61. COc1cc(OC)c2c(c1C(CCN1CCCCC1)c1ccc(N(C)C)cc1)OC(=O)CC2c1ccc(N(C)C)cc1 (stereo not drawn)
- GAA spleen mod = -1%

62. C=C1CCN(C(CC(C)C)C(=O)NCc2ccc(OC)cc2)S(=O)(=O)c2ccccc21 (stereo not drawn)
- GAA spleen mod = 1%

63. CCCC/C=C/[C@@H](c1ccccc1)C1COC(=O)CC1O (stereo partly drawn)
- GAA spleen mod = 2%

64. CSCC[C@H](NC(=O)[C@H](CC(C)C)NC(=O)[C@@H]1CCCN1C(=O)[C@H](Cc1ccccc1)NC(=O)[C@H](Cc1ccccc1)NC(=O)[C@@H]1CCC(=O)N1)C(N)=O
- GAA spleen mod = 12%

# Three of the compounds above, with the structure last:
no.	GAA spleen mod	structure
62	1%	C=C1CCN(C(CC(C)C)C(=O)NCc2ccc(OC)cc2)S(=O)(=O)c2ccccc21 (stereo not drawn)
63	2%	CCCC/C=C/[C@@H](c1ccccc1)C1COC(=O)CC1O (stereo partly drawn)
64	12%	CSCC[C@H](NC(=O)[C@H](CC(C)C)NC(=O)[C@@H]1CCCN1C(=O)[C@H](Cc1ccccc1)NC(=O)[C@H](Cc1ccccc1)NC(=O)[C@@H]1CCC(=O)N1)C(N)=O
